From PubChem BioAssay
POLI inh: qHTS for Inhibitors of Polymerase Iota; 390,000 compounds, 1% hits; Potency, µM (doses to about 115 µM), for the others: at the highest dose activity, negative = inhibition, usual class: inhibitors; Pol iota fluorescent replication assay, 10 min; DNA polymerase iota (Homo sapiens), Q9UNA4; note: potency is the fitted concentration of half-maximal effect
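Fluorescent replication assay read twice, at 0 min and 10 min after adding 50 nM (final) substrate. Enzyme (10 nM) and compounds were first incubated 15 min at room temperature; enzyme-free buffer wells were negative controls.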
Tb PGK inh: qHTS Assay to Find Inhibitors of Phosphoglycerate Kinase | PGK/GAPDH coupled, Kinase-Glo luminescence, 60 min | Potency, µM (doses to about 57.5 µM), for inactives: at the top dose activity change, negative = inhibition, hits mostly inhibitors | 380,000 compounds, 0.043% hits; note: potency is the fitted concentration of half-maximal effect; % is set by controls: 0 for no effect and ±100 for the full control effect; nearly all actives have a fitted effect of over 60% in size
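Luminescent ATP detection (Kinase-Glo Plus) follows a 60-minute room-temperature incubation, with wells lacking PGK as controls. Buffer: 100 mM TEA (pH 7.6), 5 mM MgCl2, 0.01% Tween-20. Coupling enzyme GAPDH (100 nM final) supplies unstable 1,3-BPG in-well.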
RXFP1 antagonist: qHTS Assay for Antagonists of the Relaxin Receptor RXFP1; activity change, negative = inhibition, % at 57.5 µM; AID 1259400, 2018; HEK293-RXFP1, relaxin-stimulated cAMP HTRF, 30 min; active compounds read low; 350,000 compounds, 0.59% hits;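 active = activity change of -60% or lower, but not beyond a set lower limit; inconclusive = change between -60% and -40%, or beyond the set limit; inactive = change above -40%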; note: % is set by controls: 0 for no effect and ±100 for the full control effect
Pol eta inh: qHTS for Inhibitors of Polymerase Eta | DNA polymerase eta (Homo sapiens), Q9Y253 | recombinant Pol eta, fluorescent DNA replication assay | Potency, µM (titrated, usually from 114 µM), for inactives: at the top dose activity change, negative = inhibition, usual class: inhibitors | 390,000 compounds, 1.2% hits; note: potency is the fitted concentration of half-maximal effect; % is set by controls: 0 for no effect and ±100 for the full control effect
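Pol eta at 10 nM preincubated with compounds 15 min at room temperature; reaction started with fluorescent substrate (50 nM final) and read kinetically at 0 and 10 min.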
Pol kappa inh: qHTS for Inhibitors of Polymerase Kappa; Potency, µM (doses to about 107 µM), inactives show at the highest dose activity, negative = inhibition, hits mostly inhibitors; DNA polymerase kappa (Homo sapiens), Q9UBT6; 400,000 compounds, 0.53% hits; purified Pol kappa, fluorescent DNA synthesis assay, 10 min; note: potency is the fitted concentration of half-maximal effect; % is set by controls: 0 for no effect and ±100 for the full control effect
Target sequence (Q9UBT6 whole entry, looked up): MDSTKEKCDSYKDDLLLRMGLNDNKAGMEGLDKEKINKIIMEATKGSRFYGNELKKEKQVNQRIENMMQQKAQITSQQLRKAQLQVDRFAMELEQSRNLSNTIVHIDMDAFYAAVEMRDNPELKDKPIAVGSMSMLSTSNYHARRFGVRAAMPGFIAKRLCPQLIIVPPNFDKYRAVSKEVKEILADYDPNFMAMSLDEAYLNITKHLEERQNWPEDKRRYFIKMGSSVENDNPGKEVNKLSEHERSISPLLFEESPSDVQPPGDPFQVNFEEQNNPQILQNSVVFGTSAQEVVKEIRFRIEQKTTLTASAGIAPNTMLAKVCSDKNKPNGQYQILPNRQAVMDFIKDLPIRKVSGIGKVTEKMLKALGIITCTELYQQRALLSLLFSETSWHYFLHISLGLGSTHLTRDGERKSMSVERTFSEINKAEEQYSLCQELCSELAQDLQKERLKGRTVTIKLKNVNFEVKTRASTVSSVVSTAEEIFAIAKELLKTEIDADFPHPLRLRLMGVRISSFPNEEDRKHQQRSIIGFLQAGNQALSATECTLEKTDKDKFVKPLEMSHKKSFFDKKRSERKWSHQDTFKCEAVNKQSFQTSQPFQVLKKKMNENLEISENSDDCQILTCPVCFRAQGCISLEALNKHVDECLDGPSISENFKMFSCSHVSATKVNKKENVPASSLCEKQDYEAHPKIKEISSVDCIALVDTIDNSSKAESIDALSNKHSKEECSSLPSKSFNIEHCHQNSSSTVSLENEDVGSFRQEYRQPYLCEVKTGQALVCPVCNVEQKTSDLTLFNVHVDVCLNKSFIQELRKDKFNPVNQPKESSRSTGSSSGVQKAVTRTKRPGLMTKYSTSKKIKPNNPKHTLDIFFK
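Here, compound and 10 nM enzyme are combined for 15 min at room temperature; adding 50 nM substrate (final) starts DNA synthesis, tracked by fluorescence at 0 and 10 min against buffer-only wells.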
APEX1 inh: qHTS Assay for Inhibitors of the Human Apurinic/apyrimidinic Endonuclease 1 (APE1) | DNA repair nuclease/redox regulator APEX1 (Homo sapiens), P27695 | recombinant APE1, TAMRA/BHQ-2 abasic DNA cleavage fluorescence | Potency, µM (top dose mostly 65.8 µM), for inactives: at the highest dose activity change, negative = inhibition, actives largely listed as inhibitors | 350,000 compounds, 0.35% hits | AID 2517, 2012;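 note: potency is the fitted concentration of half-maximal effect; plate controls were vehicle for no effect and reference inhibitor for full effect; nearly all actives have a fitted effect of over 55% in size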
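Enzyme (0.75 nM final) and test compound are incubated 15 min at room temperature before adding 50 nM quenched THF abasic-site duplex. Cleavage dequenches TAMRA, followed at 525/598 nm over three reads one minute apart.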
Pol beta inh: qHTS Assay for Inhibitors of DNA Polymerase Beta | P06746 | Pol beta primer extension/strand displacement, fluorescence kinetic | Potency, µM (highest dose often 114 µM), for inactives: top-dose activity change, negative = inhibition, most hits filed as inhibitors | 340,000 compounds, 1.3% hits | AID 485314, 2010; note: potency is the fitted concentration of half-maximal effect; % is set by controls: 0 for no effect and ±100 for the full control effect
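Reaction started by 50 nM substrate onto compound-treated Pol beta (10 nM, 15 min preincubation, room temperature); plates read at 0 min and 10 min. Normalized concentration-effect data fitted by four-parameter Hill equation.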
Anesthetic bind: qHTS Assay for Identification of Novel General Anesthetics | apoferritin/1-aminoanthracene competitive binding, fluorescence | Potency, µM (titrated, usually from 77.5 µM), for inactives: at the top dose activity change, negative = displacement, usual class: inhibitors | 350,000 compounds, 0.074% hits | AID 485281, 2010; note: potency is the fitted concentration of half-maximal effect; % is set by controls: 0 for no effect and ±100 for the full control effect; nearly all actives have a fitted effect of over 20% in size
Target sequence (P02791 2-175 limits assumed): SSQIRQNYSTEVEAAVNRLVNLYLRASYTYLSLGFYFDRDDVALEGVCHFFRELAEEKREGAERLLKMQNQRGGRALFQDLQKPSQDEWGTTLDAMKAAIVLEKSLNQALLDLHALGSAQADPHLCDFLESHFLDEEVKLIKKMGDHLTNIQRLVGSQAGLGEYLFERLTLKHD
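Steps: apoferritin (10 uM) was premixed with half-saturated 1-AMA in PBS, compounds were pin-transferred, plates stood 10 min at room temperature, fluorescence was read at 380/535 nm, and curves were fitted with a Hill equation.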
BLM inh: qHTS Assay for Inhibitors of Bloom's syndrome helicase (BLM) | recombinant BLM DNA unwinding, fluorescence dequenching | Potency, µM (highest dose often 56.1 µM), for the others: at the highest dose activity change, negative = inhibition, actives largely listed as inhibitors | RecQ-like DNA helicase BLM (Homo sapiens), P54132 | 350,000 compounds, 0.2% hits | AID 2528, 2010;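 note: potency is the fitted concentration of half-maximal effect; plate controls were vehicle for no effect and no enzyme for full effect; nearly all actives have a fitted effect of over 35% in size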
An asterisk follows results filed as active; i = inactive; ? = inconclusive; nt = no result given; & = joins results of further samples; [ ] = remark or other dose. Unless noted, calls come from the whole dose curve; as a rule, active = well fitted curve in the direction sought with a large enough effect; inconclusive = small, poorly fitted or top-dose-only effect, or another doubt; inactive = no such curve, though single readings can be large; an effect the other way counts as inactive or inconclusive.

SMILES | POLI inh | Tb PGK inh | RXFP1 antagonist | Pol eta inh | Pol kappa inh | APEX1 inh | Pol beta inh | Anesthetic bind | BLM inh
COc1cnc(-c2ccccn2)nc1Oc1ccccc1Cl | 11% | 3% | 1 | -3% | -15% | 0% | -7% | 2% | -6%
Cc1cc(C)c(C(=O)CSc2n[nH]c(-c3ccncc3)n2)c(C)c1 | 76%[activator] | 3% | -4 | ? | -3% | 21% | ? | -10% | 0%
Nn1c(SCC(=O)Nc2cccc(F)c2)nnc1C1CCCCC1 | -8% | -4% | 9 | -7% | -4% | -1% | 0% | 8.9µM* | 0%
Cc1cc(C(=O)OCC(=O)N(CC(C)C)c2c(N)n(Cc3ccccc3)c(=O)[nH]c2=O)c2ccccc2n1 | 29% | 2% | -16 | -21% | 1% | 1% | nt | nt | nt
O=C(NCc1ccc(N2CCCC2=O)cc1)c1cn(Cc2ccccc2)nn1 | 2% | 5% | 4 | 7% | 6% | -3% | 35% | -11% | -2%
Cc1ccnc(NS(=O)(=O)c2ccc(NC(=O)c3cc(-c4ccccc4)nc4ccccc34)cc2)n1 | -3% | -5% | -8 | 12% | -9% | -9% | 28% | -13% | -1%
C=CCN1C(=O)c2ccc(C(=O)N3CCN(S(=O)(=O)c4cc(C)ccc4C)CC3)cc2C1=O | 5% | -3% | 4 | -4% | -15% | -1% | nt | nt | nt
CCS(=O)(=O)c1nc(S(=O)(=O)c2ccc(C)cc2)c(NCC(C)C)s1 | -11% | i | 16 | -23% | -14% | nt | 29% | -10% | -4%
COc1c(-c2ccccc2)oc2c(ccc3occc32)c1=O | 10% | 2% | -11 | 2% | ? | 13%&-2% | nt | nt | -12%
O=C(c1cc(N2C(=O)C3C4CCC(C4)C3C2=O)ccc1Cl)N1CCCCCC1 (stereo not drawn) | 49%[activator] | -1% | 4 | -10% | -7% | -2% | 10% | -14% | -8%
CCOc1ccccc1NC(=S)Nn1cnnc1 | -11% | 0% | -1 | 11% | 0% | 23% | 24% | -6% | -1%
CCOc1ccc(NS(=O)(=O)c2ccc(C(=O)N(C)CC(=O)Nc3ccc(OC)cc3)cc2)cc1 | 19% | -1% | -21 | -1% | -14% | -2% | nt | nt | nt
Cc1cc(C=O)c(C)n1-c1ccc(NC2CCCCC2)c([N+](=O)[O-])c1 | -7% | -8% | ? | -12% | 3% | 23% | 20% | ? | 0%
COc1ccc2c(=O)c(C(=O)NCCc3ccccc3)c[nH]c2c1 | 8% | -8% | -13 | -18% | -4% | -3% | 2% | -14% | 2%
NS(=O)(=O)c1cccc(NC(=O)CN2CCC(Cc3ccccc3)CC2)c1 | 79%[activator] | 4% | -4 | -18% | -3% | -4% | 0% | -12% | -9%
Cc1cc(-c2ccc(C)c(S(=O)(=O)Nc3cccc(C)n3)c2)on1 | 26% | 1% | -12 | -15% | -7% | nt | -1% | -5% | 2%
O=C(CNC(=O)c1n[nH]c2ccccc12)Nc1cc(Cl)ccc1Cl | -24% | -4% | 1 | 4% | -18% | 13% | nt | nt | nt
O=C(NCc1ccc(F)cc1Cl)c1cc(=O)[nH]c2ccc(S(=O)(=O)N3CCCCC3)cc12 | 7% | 10% | -3 | -6% | -8%[60.1 µM] | nt | -2% | 2% | -8%
COc1ccc2cc(/C=N/NC(=O)CSCc3ccc([N+](=O)[O-])cc3)c(Cl)nc2c1 | 34%[activator] | nt | 7 | -3% | 0% | -2% | 28% | -19% | 3%
O=[N+]([O-])c1cc(C(F)(F)F)ccc1N1CCN(CCO)CC1 | 127%[activator] | 1% | -4 | -14% | -1% | -2% | 16% | -12% | -1%
CN1CCCN(Cc2cccc3ccccc23)CC1 | -15% | -4% | -5 | -4% | 12% | -2% | 2% | -1% | 3%
COCCNC(=O)c1cc(-c2ccccc2)nn1Cc1cc(C)no1 | 15% | -6% | nt | -19% | 9% | 4% | nt | nt | nt
O=S(=O)(NCc1ccccn1)c1ccc(Br)s1 | 21% | -5% | 8 | -19% | -11% | -1% | -1% | ? | -2%
O=C(O)c1cc(NC(=O)c2ccc3c(c2)C(=O)N(Cc2ccccc2)C3=O)cc(C(=O)O)c1 | 3% | i | -5 | -17% | -8% | -6% | 30% | -3% | -3%
O=C(CN1N=C(c2ccccc2)CCC1=O)NCc1ccccc1 | 53%[activator] | 1% | 6 | 7% | 4% | -1% | 13% | ? | -1%
CCn1c(=O)[nH]c2cc(C(=O)Nc3cc(C)cc(C)c3)ccc2c1=O | 67%[activator] | 3% | -1 | 9% | -4% | -1% | -4% | -4% | 0%
CN(C)CCn1ccc(O)c(Cc2ccc(Cl)cc2)c1=O | -25% | nt | 10 | -5% | -8% | 15% | 24% | 1% | -2%
COC(=O)c1ccc(C2C(C#N)=C(N)Oc3cc(N)ccc32)cc1 (stereo not drawn) | 36%[activator] | -9% | 1 | -14% | -5% | -15% | 28% | -4% | -2%
CCc1c(O)nc2sc3ccccc3n2c1=O | 15% | -10% | 1 | -18% | 1% | -2% | 3% | -5% | 1%
O=S(=O)(Nc1ccccc1)N1CCCCC1 | 7% | -7% | -5 | -13% | -14% | nt | nt | nt | nt
CC(=O)N(c1ccc(Br)cc1)C1C=CS(=O)(=O)C1 (stereo not drawn) | -10% | -7% | nt | 1% | 5% | -1% | 1% | -5% | -1%
O=C1c2ccccc2C(=O)N1CC(O)Cn1nnc2ccccc21 (stereo not drawn) | 17% | 2% | -2 | -5% | -1% | 2% | -29% | -1% | -2%
O=C1c2ccccc2C(Nc2ccc(S(=O)(=O)N3CCCCC3)cc2)N1Cc1ccco1 (stereo not drawn) | -16% | -2% | 6 | -25% | 8% | -10% | 4% | ? | -2%
CCOC(=O)C1CCN(C(=O)Nc2c(-c3ccccc3)noc2C)CC1 | 69%[activator] | i | -9 | -13% | -2% | -1% | 1% | -1% | -3%
O=c1cc(O)n(-c2ccccc2F)c(=S)[nH]1 | ? | -6% | 23 | -7% | -19% | 0% | ? | -9% | 0%
COc1ccc(C(=O)O/N=C(/C)c2cccs2)cc1 | 3% | ? | -10 | -10% | -3% | 2% | 14% | -18% | -2%
CC1CCCC(NC(=O)COC(=O)CN2C(=O)C3CCCCC3C2=O)C1C (stereo not drawn) | 47%[activator] | i | -29 | -13% | -4% | 15% | 51% | 1% | 2%
CC1Cc2cc(S(=O)(=O)NCc3ccc(F)cc3)ccc2N1C(=O)C1CCC1 (stereo not drawn) | 8% | 1% | 10 | -17% | -18%[60.1 µM] | nt | 10% | 3% | 2%
Cc1ccc(C)c(NC(=O)Cc2nc(CNCC(C)C)cs2)c1 | 22% | 4% | -7 | -4% | -6% | 34% | -5% | -5% | -3%
Cc1ccc2c(c1)C(=O)CC(O)(C(F)F)O2 (stereo not drawn) | 4% | -9% | 5 | 0% | 7% | -4% | 0% | 2% | -2%

3 consecutive records from above, for reference:
SMILES | POLI inh | Tb PGK inh | RXFP1 antagonist | Pol eta inh | Pol kappa inh | APEX1 inh | Pol beta inh | Anesthetic bind | BLM inh
CC(=O)N(c1ccc(Br)cc1)C1C=CS(=O)(=O)C1 (stereo not drawn) | -10% | -7% | nt | 1% | 5% | -1% | 1% | -5% | -1%
O=C1c2ccccc2C(=O)N1CC(O)Cn1nnc2ccccc21 (stereo not drawn) | 17% | 2% | -2 | -5% | -1% | 2% | -29% | -1% | -2%
O=C1c2ccccc2C(Nc2ccc(S(=O)(=O)N3CCCCC3)cc2)N1Cc1ccco1 (stereo not drawn) | -16% | -2% | 6 | -25% | 8% | -10% | 4% | ? | -2%

Exported with values under each structure: entries from further up.
Each structure is followed by: POLI inh, Tb PGK inh, RXFP1 antagonist, Pol eta inh, Pol kappa inh, APEX1 inh, Pol beta inh, Anesthetic bind, BLM inh
COc1ccc(C(=O)O/N=C(/C)c2cccs2)cc1
→ 3%, ?, -10, -10%, -3%, 2%, 14%, -18%, -2%
O=c1cc(O)n(-c2ccccc2F)c(=S)[nH]1
→ ?, -6%, 23, -7%, -19%, 0%, ?, -9%, 0%

Next entries follow.
SMILES | POLI inh | Tb PGK inh | RXFP1 antagonist | Pol eta inh | Pol kappa inh | APEX1 inh | Pol beta inh | Anesthetic bind | BLM inh
CS(=O)(=O)c1ccc(Cl)c(NC(=O)Cc2c(Cl)cccc2Cl)c1 | 23% | i | 3 | 1% | -8% | -2% | 4% | -3% | 1%
O=C(Nc1ccccc1C(=O)N/N=C/c1ccco1)c1ccccc1Cl | 9% | 0% | -6 | -13% | -1% | 2% | 7% | -18% | -7%
O=C(c1ccccc1)N1CCN(C(=O)c2ccccc2Br)CC1 | 21% | 1% | 1 | -10% | -7% | 0% | 2% | -6% | -1%
CCCn1c(SCC(=O)NCc2ccc(OC)cc2)n[nH]c1=O | 14% | i | 10 | -12% | 2% | -4% | ? | -4% | -2%
N#CC1(NC(=O)COc2ccc(S(=O)(=O)N3CCCC3)cc2[N+](=O)[O-])CCCCC1 | 7% | 0% | 18 | -18% | 4% | -4% | nt | nt | nt
Cc1ccc(-n2nnnc2CNC(=O)c2ccccc2C)cc1C | 22% | 5% | nt | -2% | -4%[60.1 µM] | nt | 0% | -2% | -2%
O=C(NCc1ccc(F)cc1)c1ccc2c(Cl)c3c(nc2c1)CCCC3 | 5% | 0% | -3 | -2% | -13% | nt | 0% | ? | -7%
CC1=NN(C(C#N)c2ccc(F)cc2)C(C)(C)C1 (stereo not drawn) | 16% | 10% | -3 | 6% | -5%[60.1 µM] | 1% | 3% | -13% | -2%
S=c1[nH]cnc2scc(-c3ccccc3)c12 | 12% | i | -73* | -10% | 4% | 0% | -10% | -3% | 1%
COC(=O)c1ccc(C23CC4(C2)[C@H](CN(CC2CCCCC2)[C@@H]4c2ccccc2)C3c2ccc(C(F)(F)F)cc2)cc1 (stereo partly drawn) | 15% | -3% | nt | -27% | 3% | -2%&9% | 29% | -14%&-2% | -3%&-10%

A portion of the library. The share of hits here may be higher or lower than overall.
